Screens deposited in PubChem BioAssay by several laboratories.
CR mimetic SO = lowers age-related superoxide in aged yeast cells | S. cerevisiae aged cells, superoxide DHE fluorescence; active compounds read low | superoxide response (% of plate mean), % at 10 µM | 330,000 compounds, 0.18% hits;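 active means superoxide response under a set limit, about three screen SD below normal, cut at about 65% in these data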;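 further: yeast aged for seven days with compound at 30 °C before DHE staining; 100% = average MFI of all compound-treated wells on the plate with controls excluded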
Efflux pump mplx = antifungal efflux pump inhibition, Nile Red retention. inhibition, % at 10 µM. S. cerevisiae Candida pump triplex. AID 485275. 330,000 compounds, 0.44% hits;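 active means plate passing quality check with inhibition over a set limit, or well fluorescence over plate mean plus 4 SD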;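 further: Nile Red retained in pooled yeast measured as flow cytometry median fluorescence; 0% = buffer negative control and 100% = Enniatin B positive control; higher means more Nile Red kept so more efflux inhibition; some compounds called inactive have numbers as strong as hits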
CIT2-GFP yeast = modulators of TOR pathway CIT2-GFP in S. cerevisiae. 320,000 compounds, 0.065% hits. S. cerevisiae CIT2-GFP strain, flow cytometry, 3 h; 100 means same as DMSO wells. AID 2029. GFP response vs DMSO, % at 10 µM;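 active means GFP response relative to DMSO above a set limit, near the screen mean plus 3 SD, cut at about 150% in these data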;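 further: ratio of well median GFP fluorescence to mean of DMSO wells on the plate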
LAP4 TOR yeast = alters LAP4-GFP fluorescence in TOR pathway yeast screen; 320,000 compounds, 0.34% hits; AID 2023; GFP response vs DMSO, % at 10 µM; S. cerevisiae LAP4-GFP multiplex, flow cytometry GFP, 3 h; median GFP as percent of DMSO wells;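 active means GFP response vs DMSO above a set limit, about the screen mean plus 3 SD, cut at about 150% in these data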
AGP1 TOR yeast = alters AGP1-GFP fluorescence in TOR pathway yeast screen | S. cerevisiae AGP1-GFP multiplex flow cytometry, 3 h; GFP as percent of DMSO wells | GFP response vs DMSO, % at 10 µM | 320,000 compounds, 0.02% hits;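 active means GFP response relative to DMSO above a set limit, near screen average plus 3 SD, cut at about 150% in these data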;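 further: median GFP channel fluorescence of the gated AGP1 strain per well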
AHR activator = activates the human aryl hydrocarbon receptor; P35869; AID 2796; activation, % at 5 µM; AHR-responsive luciferase reporter cells, luminescence; 320,000 compounds, 2.5% hits; in the data active means activation above about 47%;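 further: 0% = vehicle wells and 100% = reference agonist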
Target sequence (P35869 whole entry, looked up): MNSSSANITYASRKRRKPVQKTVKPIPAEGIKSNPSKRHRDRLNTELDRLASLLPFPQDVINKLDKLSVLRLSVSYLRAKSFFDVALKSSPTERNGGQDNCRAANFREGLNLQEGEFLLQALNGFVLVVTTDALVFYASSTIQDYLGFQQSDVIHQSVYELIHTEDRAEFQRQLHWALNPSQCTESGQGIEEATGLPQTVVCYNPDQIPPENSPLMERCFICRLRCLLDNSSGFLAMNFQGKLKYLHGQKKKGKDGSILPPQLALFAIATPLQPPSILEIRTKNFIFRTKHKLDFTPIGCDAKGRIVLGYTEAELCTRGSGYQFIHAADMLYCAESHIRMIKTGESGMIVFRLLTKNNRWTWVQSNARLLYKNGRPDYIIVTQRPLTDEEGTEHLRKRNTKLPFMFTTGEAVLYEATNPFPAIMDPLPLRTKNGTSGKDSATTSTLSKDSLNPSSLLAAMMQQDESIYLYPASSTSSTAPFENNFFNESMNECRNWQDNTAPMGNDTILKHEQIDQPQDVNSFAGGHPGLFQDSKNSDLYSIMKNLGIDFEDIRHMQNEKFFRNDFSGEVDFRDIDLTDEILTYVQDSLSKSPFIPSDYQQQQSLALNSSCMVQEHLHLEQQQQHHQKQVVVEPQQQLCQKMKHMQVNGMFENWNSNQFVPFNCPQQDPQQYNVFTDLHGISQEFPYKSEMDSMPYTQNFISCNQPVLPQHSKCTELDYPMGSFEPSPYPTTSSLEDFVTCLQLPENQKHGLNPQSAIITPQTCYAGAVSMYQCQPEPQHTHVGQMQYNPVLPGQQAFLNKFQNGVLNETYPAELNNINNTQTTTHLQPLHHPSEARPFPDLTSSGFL
MEP2-GFP yeast = alters MEP2-GFP fluorescence in TOR pathway yeast screen; S. cerevisiae MEP2-GFP strain, flow cytometry GFP, 3 h; 100% = DMSO control level; GFP response vs DMSO, % at 10 µM; 330,000 compounds, 0.51% hits;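 active means GFP response versus DMSO above a set limit, roughly screen mean plus 3 SD, cut at about 180% in these data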;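 further: median GFP fluorescence of the barcode-gated MEP2-GFP cells per well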
RPL19A TOR yeast = modulators of TOR pathway RPL19A-GFP in S. cerevisiae; S. cerevisiae RPL19A-GFP strain, flow cytometry, 3 h; active compounds read low; percent response vs DMSO, % at 10 µM; 330,000 compounds, 0.3% hits;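 active means percent response vs DMSO below 50%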;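 further: median channel GFP fluorescence of the barcoded RPL19A-GFP strain; ratio of sample median GFP to plate DMSO average so 100% = DMSO; lower means less RPL19A-GFP as with rapamycin TOR inhibition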
* = called active by the depositor; . = no result given.

SMILES | CR mimetic SO | Efflux pump mplx | CIT2-GFP yeast | LAP4 TOR yeast | AGP1 TOR yeast | AHR activator | MEP2-GFP yeast | RPL19A TOR yeast
CC(=O)N(C)/C=C1\Sc2ccccc2C1=O | 100 | -0.1 | 72 | 101 | 63 | 9 | 104 | 103
CC1CC(C)CN(C(=O)c2cccc(NC(=O)CC3SC(N4CCCCC4)=NC3=O)c2)C1 (stereo not drawn) | 81 | -0.1 | 99 | 96 | 97 | 0 | 102 | 96
Cc1sc2ccccc2c1CNC[C@H]1O[C@@H](n2cnc3c(N)ncnc32)[C@H](O)[C@@H]1O | 78 | -0.2 | 100 | 91 | 98 | -1 | 95 | 94
O=C(CSc1nc2ccc(Cl)cc2[nH]1)NC1CCCC1 | 118 | 0.0 | 99 | 86 | 94 | 20 | 88 | 96
CN(C(=O)CN1CCN(c2ccc([N+](=O)[O-])cn2)CC1)c1ccccc1 | 130 | 0.6 | 94 | 103 | 98 | -1 | 94 | 97
O=C(Nc1ccccc1)c1ccc(-c2ccccc2)s1 | 89 | 0.1 | 86 | 105 | 91 | -4 | 86 | 97
Cc1cc(C)cc(NC(=O)CSc2nnc(Cn3c(=O)sc4ccccc43)n2C)c1 | 108 | 0.2 | 97 | 101 | 101 | 15 | 111 | 98
COc1ccc(OC)c(NC(=O)COC(=O)COc2ccc(Nc3ccccc3)cc2)c1 | 127 | 0.4 | 105 | 102 | 99 | 4 | 103 | 101
CCc1cccc2cc3c(N)c(C(=O)Nc4ccc(S(=O)(=O)N5CCCC5)cc4)sc3nc12 | 112 | -0.3 | 107 | 102 | 107 | -2 | 106 | 103
CC(=O)Nc1ccc(S(=O)(=O)NNC(=O)CCC(=O)NCc2ccccc2)cc1 | 107 | -0.1 | 92 | 94 | 88 | -1 | 93 | 89
Cc1cccc(OCC(=O)Nc2cc(C)on2)c1 | 96 | -0.2 | 92 | 82 | 88 | 4 | 95 | 92
Cc1cc(NC(=O)C(C)SCC(=O)N(C)CC(=O)Nc2ccc(F)cc2)no1 (stereo not drawn) | 90 | -0.1 | 104 | 113 | 118 | 0 | 108 | 110
O=C(COC(=O)c1ccc2ncsc2c1)Nc1cc([N+](=O)[O-])ccc1Cl | 93 | -0.2 | 90 | 106 | 108 | 3 | 107 | 104
COc1cccc(NC(=O)COC(=O)c2c(C)noc2C)c1 | 94 | -0.3 | 99 | 99 | 99 | 0 | 96 | 101
O=c1oc2cc(OCCO)ccc2c2c1CCCC2 | 93 | 0.3 | 103 | 99 | 97 | -8 | 106 | 108
Cc1ccccc1NC(=O)C1CCN(C(=O)N2CCOc3ccccc32)CC1 | 102 | 0.0 | 111 | 114 | 108 | -1 | 95 | 100
CCOC(=O)N1CCc2c(sc(NC(=O)Cc3ccccc3)c2C(=O)c2ccc(OC)cc2)C1 | 99 | 0.2 | 107 | 104 | 102 | -1 | 101 | 93
CC1(c2nnc(-c3ccc(F)cc3)o2)CC(c2ccc(Cl)cc2)=NO1 (stereo not drawn) | 97 | 0.0 | 89 | 97 | 83 | -7 | 88 | 91
Cc1cccc(NC(=S)N(Cc2ccco2)C(C)c2cccs2)c1 (stereo not drawn) | 90 | -0.1 | 98 | 108 | 99 | 1 | 97 | 96
O=C(CCN1CCCCO1)N1CCCC(Nc2ccc(F)c(F)c2)C1 (stereo not drawn) | 87 | -0.2 | 107 | 106 | 108 | -2 | 100 | 107
O=C(CN1CCN(c2nc(-c3ccccc3)cs2)CC1)NNC(=O)c1ccc(Br)cc1 | 92 | 1.6 | 92 | 90 | 93 | 5 | 89 | 90
O=C(O)C1CCCCC1C(=O)Nc1ccc(Cl)cc1Cl (stereo not drawn) | 100 | -0.1 | 94 | 100 | 98 | -1 | 99 | 98
ClCC1CSC(=NC23CC4CC(CC(C4)C2)C3)O1 (stereo not drawn) | 88 | 0.1 | 98 | 101 | 94 | 1 | 94 | 92
CCOC(=O)C1CCCN(C(=O)Cc2c(C(=O)O)[nH]c3ccccc23)C1 (stereo not drawn) | 93 | -0.1 | 105 | 104 | 101 | 3 | 103 | 101
O=C(Nc1nnc(N2CCCCCC2)s1)c1cc(-c2ccc(Br)cc2)on1 | 78 | 0.0 | 90 | 108 | 95 | -3 | 99 | 94
CC(C)N(C(=O)CSc1nnc(Cc2ccc3c(c2)OCO3)n1C)C(C)C | 110 | 0.0 | 90 | 93 | 84 | 2 | 81 | 84
CSc1sc(C(=O)O)c2c1C(=O)CC(C)(C)C2 | 104 | -0.3 | 96 | 101 | 101 | -2 | 105 | 98
CCOc1ccc(S(=O)(=O)NCc2ccc(Cl)cc2)c2cccnc12 | 97 | -0.1 | 107 | 97 | 108 | 0 | 102 | 106
O=C(CNC(=S)N(CCCN1CCOCC1)Cc1cccs1)NC1CC1 | 98 | 0.0 | 97 | 95 | 93 | 6 | 102 | 99
Cc1ccc(OCC(=O)NCCC2=CCCCC2)cc1 | 104 | -0.1 | 96 | 94 | 103 | 5 | 103 | 103

Continued, starting with the last 3 of the part before.
SMILES | CR mimetic SO | Efflux pump mplx | CIT2-GFP yeast | LAP4 TOR yeast | AGP1 TOR yeast | AHR activator | MEP2-GFP yeast | RPL19A TOR yeast
CCOc1ccc(S(=O)(=O)NCc2ccc(Cl)cc2)c2cccnc12 | 97 | -0.1 | 107 | 97 | 108 | 0 | 102 | 106
O=C(CNC(=S)N(CCCN1CCOCC1)Cc1cccs1)NC1CC1 | 98 | 0.0 | 97 | 95 | 93 | 6 | 102 | 99
Cc1ccc(OCC(=O)NCCC2=CCCCC2)cc1 | 104 | -0.1 | 96 | 94 | 103 | 5 | 103 | 103
COCCNC(=O)Cc1c(C)c2cc3c(cc2oc1=O)OC(C)(C)CC3 | 103 | -0.1 | 95 | 94 | 95 | . | 101 | 100
Cc1cccc(Nc2c3c(nc4ccccc24)CCC3)c1 | 98 | 0.1 | 97 | 101 | 95 | 2 | 109 | 98
Cc1cc(C)c2[nH]c(C(=O)Nc3ccc4c(c3)OCO4)cc2c1 | 87 | 0.1 | 91 | 100 | 98 | -2 | 92 | 94
O=C(NN1C(=O)C2C3CCC(O3)C2C1=O)c1ccc(Cl)cc1 (stereo not drawn) | 95 | 3.4 | 109 | 95 | 100 | 1 | 106 | 102
CN(CCc1ccccn1)c1ccc([N+](=O)[O-])cn1 | 94 | 0.1 | 102 | 107 | 106 | -5 | 105 | 102
O=C(CN1C(=O)NC2(CCCCCC2)C1=O)NC1CCCCCCC1 | 96 | -0.1 | 81 | 88 | 91 | 0 | 84 | 87
CN1CCN(C(=O)/C=C\C(=O)O)CC1 | 105 | 0.9 | 108 | 94 | 105 | -3 | 103 | 106
Cc1ccccc1NC(=O)NC1CCCCC1C (stereo not drawn) | 86 | -0.1 | 115 | 92 | 105 | 3 | 105 | 114
CCCCN(CC)CCCNC(=S)Nc1ccc2nc(N3CCN(CC)CC3)cc(C)c2c1 | 85 | 0.1 | 97 | 103 | 98 | 1 | 106 | 99
O=C(NCc1ccc(Cl)cc1)c1cnn2ccccc12 | 104 | -0.3 | 89 | 103 | 93 | 3 | 102 | 96
CCc1nn(CC(=O)N2CCC(C)CC2)c(=O)c2cccn12 | 79 | -0.3 | 99 | 103 | 105 | 3 | 113 | 100
c1ccc(C[C@H]2CN=C(Nc3ccccc3)N2CC2CCCCCC2)cc1 | 124 | 0.1 | 90 | 86 | 94 | 1 | 93 | 94
CCC1(CC)NC(=O)N(CC(=O)N2N=C(c3ccc(Cl)cc3)CC2c2ccco2)C1=O (stereo not drawn) | 99 | 0.0 | 103 | 100 | 98 | 0 | 99 | 100
C=CCOC(=O)C1=C(C)NC(SCC(=O)Nc2ccccc2)=C(C#N)C1c1ccco1 (stereo not drawn) | 94 | -0.2 | . | 90 | 100 | 6 | 95 | 96
COc1cccc(CN(C)CC2CCCN(CCc3ccc(Cl)cc3)C2)c1OC (stereo not drawn) | 141 | 0.0 | 96 | 96 | 97 | -3 | 101 | 101
OCCOCCn1c(-c2ccccc2)nc(=S)c2c1CCCC2 | 108 | -0.2 | 98 | 99 | 104 | 4 | 93 | 100
O=C(NC(=S)Nc1c(Cl)ccc2nsnc12)c1ccccc1F | 113 | 0.9 | 89 | 89 | 92 | 9 | 102 | 92
O=C(CSc1ccc(-c2ccc(Cl)cc2)nn1)N1CCCc2ccccc21 | 106 | -0.4 | 94 | 108 | 101 | 5 | 103 | 96
COc1cccc(CNS(=O)(=O)c2cc3c4c(c2)CCC(=O)N4CCC3)c1 | 96 | 0.6 | 80 | 104 | 106 | 1 | 105 | 102
CC(C)c1nc(CNC(=O)C2CCC(=O)N(CCc3cccc(F)c3)C2)cs1 (stereo not drawn) | 92 | 0.0 | 109 | 71 | 98 | . | 107 | 110

Individual results from the results shown.
In MEP2-GFP yeast, COc1cccc(CNS(=O)(=O)c2cc3c4c(c2)CCC(=O)N4CCC3)c1 has 105
In Efflux pump mplx, c1ccc(C[C@H]2CN=C(Nc3ccccc3)N2CC2CCCCCC2)cc1 has 0.1
In AHR activator, O=C(CSc1ccc(-c2ccc(Cl)cc2)nn1)N1CCCc2ccccc21 has 5
In AHR activator, COc1cccc(CN(C)CC2CCCN(CCc3ccc(Cl)cc3)C2)c1OC (stereo not drawn) has -3
In AHR activator, O=C(NC(=S)Nc1c(Cl)ccc2nsnc12)c1ccccc1F has 9

Remaining list, next part:
SMILES | CR mimetic SO | Efflux pump mplx | CIT2-GFP yeast | LAP4 TOR yeast | AGP1 TOR yeast | AHR activator | MEP2-GFP yeast | RPL19A TOR yeast
COc1cccc(-c2nc(NCCN3CCOCC3)c3ccccc3n2)c1O | 94 | -0.3 | 100 | 103 | 99 | 12 | 103 | 99
COc1ccc(CN(C)C2CCCCC2)cc1 | 111 | 0.2 | 101 | 102 | 98 | -1 | 107 | 101
CCOc1ccc2[nH]c3c(NCCO)ncnc3c2c1 | 97 | 0.1 | 97 | 91 | 89 | . | 110 | 97
CC1(C)CC(=O)C2=C(C1)N(c1cccnc1)C(N)=C(C#N)C2c1cccs1 (stereo not drawn) | 106 | 0.7 | 97 | 91 | 89 | 17 | 100 | 98
COc1ccc(CCNC(=O)Oc2ccccc2)cc1OC | 89 | 0.4 | 95 | 94 | 94 | 0 | 101 | 98
C=CCNC(=O)C(=O)NCC1CCCN1S(=O)(=O)c1cccs1 (stereo not drawn) | 107 | 0.0 | 103 | 104 | 112 | -2 | 102 | 100
CCN1CCN(C(c2cccc(OC)c2OC)c2nnnn2Cc2ccco2)CC1 (stereo not drawn) | 95 | 0.0 | 107 | 101 | 109 | -2 | 102 | 98
Cc1cc(C)cc(NS(=O)(=O)c2ccc3[nH]c(=O)[nH]c3c2)c1 | 90 | -0.5 | 108 | 98 | 114 | 0 | 107 | 101
CC(=O)c1ccc(OCCCC(=O)NC2=NCCS2)cc1 | 104 | -0.1 | 119 | 80 | 102 | 1 | 100 | 101
CCCn1c(=O)c2ccccc2n2c(SCC(N)=O)nnc12 | 102 | -0.1 | 111 | 95 | 105 | 2 | 107 | 101
CC(C)C(=O)c1cc2c(cc1NC(=O)c1cccs1)OCCO2 | 107 | -0.3 | 97 | 115 | 106 | 2 | 110 | 95
O=C(Nc1cc(C(F)(F)F)ccc1N1CCOCC1)c1ccncc1 | 108 | 0.2 | 97 | 109 | 103 | 6 | 105 | 99
CCOC(=O)C1CCN(C(c2cccc(F)c2)c2sc3nc(C)nn3c2O)CC1 (stereo not drawn) | 101 | 0.0 | 94 | 104 | 99 | 2 | 104 | 100
COc1ccccc1C(=O)NCC(=O)N1CCN(C/C=C/c2ccccc2)CC1 | 95 | -0.2 | 98 | 100 | 103 | 1 | 101 | 100
OC(COc1ccc2c(c1)OCO2)CN1CCc2ccccc2C1 (stereo not drawn) | 112 | -0.1 | 100 | 90 | 95 | 1 | 97 | 92

Hits appear at their usual frequency; 3.9% or so of the library scored in one or more.
